From PubChem
TR SRC2 fluor cs = Total Fluorescence Counterscreen for Inhibitors of the Interaction of Thyroid Hormone Receptor and Steroid Receptor Coregulator 2 | 280,000 tested, 0.29% active | TRb/SRC2 Texas Red total fluorescence interference | Potency, µM (doses to about 106 µM), without a hit: at the highest dose fluorescence change, negative = quenching; active = well fitted curve in either direction with a large enough effect; inconclusive = small, poorly fitted or top-dose-only effect
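Human TRb ligand-binding domain at 0.6 uM with 20 nM Texas Red SRC2 peptide in Tris buffer containing 1 uM T3 and 5% DMSO, incubated with compound 5 h at ambient temperature. Total fluorescence (555/632 nm) calculated as parallel + 2 × perpendicular.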
KDM4E inh = qHTS Assay for Inhibitors of Human Jumonji Domain Containing 2E (JMJD2E); Potency, µM (doses to about 57.1 µM), for inactives: at the top dose activity change, negative = inhibition, usual class: inhibitors; Lysine-specific demethylase 4E (Homo sapiens), B2RXH2; JMJD2E catalytic domain, FDH-coupled NADH fluorescence (FDH is formaldehyde dehydrogenase); 230,000 tested, 1.6% active; active = well fitted inhibition curve with a large enough effect, not every such curve was filed as active; inconclusive = small, poorly fitted or top-dose-only effect, or another doubt; inactive = no such curve, though single readings can be large or run the other way;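 also: 0% = wells with enzyme and -100% = buffer wells without enzyme; nearly all actives have a fitted effect of over 50% in size; many of its hits are not listed in these tables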
RECQ1 helicase = qHTS Assay for Inhibitors of RecQ-Like Dna Helicase 1 (RECQ1) | ATP-dependent DNA helicase Q1 (Homo sapiens), P46063 | RECQ1 DNA unwinding, red fluorescence kinetic read | Potency, µM (titrated, usually from 57.3 µM), inactives show at the top dose activity, negative = inhibition, usual class: inhibitors | AID 2549, 2010 | 240,000 tested, 0.54% active;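 also: plate controls were vehicle for no effect and no enzyme for full effect; nearly all actives have a fitted effect of over 30% in size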
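50 nM RECQ1T1 preincubated 15 min with compound in Tris pH 8.0 buffer with MgCl2, DTT, Tween-20 and 2.5 ug/ml poly(dI-dC); started with 200 nM TAMRA/BHQ-2 forked duplex and 2 mM ATP. Unwinding read as fluorescence (525/598 nm), two reads 2 h apart.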
L3MBTL1 block = qHTS Assay for the Inhibitors of L3MBTL1; AID 485360, 2010; Potency, µM (top dose mostly 57.1 µM), for the others: at the highest dose activity, negative = inhibition, usual class: inhibitors; Lethal(3)malignant brain tumor-like protein 1 (Homo sapiens), Q9Y468; AlphaScreen L3MBTL1–H3K9me1 peptide binding; 230,000 tested, 0.66% active; also: nearly all actives have a fitted effect of over 60% in size
Target sequence (Q9Y468 whole entry, looked up): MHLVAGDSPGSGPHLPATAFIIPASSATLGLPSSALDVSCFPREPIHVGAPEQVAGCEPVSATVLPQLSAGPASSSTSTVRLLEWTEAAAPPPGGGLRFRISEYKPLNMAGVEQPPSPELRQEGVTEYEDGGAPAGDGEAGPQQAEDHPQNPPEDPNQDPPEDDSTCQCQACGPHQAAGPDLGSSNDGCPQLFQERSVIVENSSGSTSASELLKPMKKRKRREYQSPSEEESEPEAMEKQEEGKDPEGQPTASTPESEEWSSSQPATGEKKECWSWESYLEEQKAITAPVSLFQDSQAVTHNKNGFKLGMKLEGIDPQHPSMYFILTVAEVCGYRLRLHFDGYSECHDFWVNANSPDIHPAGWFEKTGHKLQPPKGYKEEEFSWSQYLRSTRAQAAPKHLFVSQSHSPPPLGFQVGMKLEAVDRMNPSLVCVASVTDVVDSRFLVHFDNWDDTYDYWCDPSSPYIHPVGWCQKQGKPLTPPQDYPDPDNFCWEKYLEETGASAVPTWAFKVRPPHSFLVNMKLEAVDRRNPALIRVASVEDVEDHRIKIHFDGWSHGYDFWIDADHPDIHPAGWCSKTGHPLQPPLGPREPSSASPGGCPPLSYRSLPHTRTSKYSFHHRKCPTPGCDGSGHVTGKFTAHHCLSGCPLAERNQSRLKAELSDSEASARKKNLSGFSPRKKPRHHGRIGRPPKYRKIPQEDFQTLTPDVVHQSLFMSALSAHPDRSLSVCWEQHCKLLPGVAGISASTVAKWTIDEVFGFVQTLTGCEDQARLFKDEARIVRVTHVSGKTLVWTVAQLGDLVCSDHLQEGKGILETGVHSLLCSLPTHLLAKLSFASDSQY
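L3MBTL1 50 nM + b-AHA-H3(1-15)K9me1 75 nM, 30 min RT; compound added, 30 min RT; streptavidin donor/Ni-chelate acceptor beads 10 ug/mL each final, 30 min RT dark; AlphaScreen read.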
Tau fibril FP = qHTS for Inhibitors of Tau Fibril Formation, Fluorescence Polarization; Potency, µM (highest dose often 57.7 µM), inactives show at the top dose activity, negative = inhibition, actives largely listed as inhibitors; 280,000 tested, 0.39% active; K18 P301L tau heparin fibrillization, Alexa594 FP, 6 h; Microtubule-associated protein tau (Homo sapiens), P10636; also: nearly all actives have a fitted effect of over 55% in size
Target sequence (P10636 561-689 P618L limits assumed): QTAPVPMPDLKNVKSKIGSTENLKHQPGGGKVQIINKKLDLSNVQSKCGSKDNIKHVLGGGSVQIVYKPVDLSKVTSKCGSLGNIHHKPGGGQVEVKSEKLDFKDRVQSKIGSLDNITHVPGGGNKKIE
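Read-out: fluorescence polarization of Alexa 594-labeled tau (0.24 uM), 555 nm excitation, 632 nm emission. Mixtures held 15 uM unlabeled K18 P301L, compound and 20 uM heparin, pH 7 acetate buffer, incubated 6 hr at 37 C.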
Tau ThT inhib = qHTS for Inhibitors of Tau Fibril Formation, Thioflavin T Binding; recombinant tau K18 P301L (four-repeat tau fragment), heparin-induced fibrillization, ThT fluorescence; 270,000 tested, 2.1% active; Potency, µM (doses to about 57.4 µM), inactives show at the highest dose activity, negative = inhibition, most hits filed as inhibitors; also: nearly all actives have a fitted effect of over 55% in size
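Aggregation was driven by heparin (20 uM final) acting on recombinant tau […] bearing P301L in 100 mM sodium acetate pH 7; fibrils were detected with Thioflavin T.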
TRb-SRC2 inh = qHTS for Inhibitors of the Interaction of Thyroid Hormone Receptor and Steroid Receptor Coregulator 2; Thyroid hormone receptor beta (Homo sapiens), P10828; TRbeta-SRC2 peptide binding, fluorescence polarization; receptor liganded with 1 µM T3; Potency, µM (series often up to 106 µM), without a hit: top-dose activity change, negative = inhibition, most hits filed as inhibitors; 280,000 tested, 0.065% active; AID 1469, 2008;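 also: plate controls were bound peptide for no effect and peptide without receptor for full effect; nearly all actives have a fitted effect of over 50% in size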
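Fluorescence polarization of 20 nM Texas Red SRC2 peptide with 0.6 uM human TRb ligand-binding domain, in Tris buffer with 1uM T3 and 5% DMSO. Incubated 5 hr ambient; normalized to unbound and bound controls.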
GoLoco inh red = qHTS Assay for Inhibitors of RGS12 GoLoco Motif Activity (Red Fluorophore). Potency, µM (series often up to 61.6 µM), inactives show at the top dose activity, negative = inhibition, usual class: inhibitors. Gai1:RGS12 GoLoco peptide FP, rhodamine, 10 min. 230,000 tested, 0.44% active; active = well fitted inhibition curve with a large enough effect, not every such curve was filed as active; inactive = no such curve, though single readings can be large or run the other way; also: nearly all actives have a fitted effect of over 30% in size; many of its hits are not listed in these tables
Active calls of the source: *. Unless noted, calls follow the shape of the dose curve; as a rule, active = well fitted curve in the direction sought with a large enough effect; inconclusive = small, poorly fitted or top-dose-only effect, or another doubt; inactive = no such curve, though single readings can be large; an effect the other way counts as inactive or inconclusive. Unless noted, % is scaled to controls: 0 for no effect and ±100 for the full control effect; potency is read from the fitted curve at half-maximal effect. An excerpt, so the mix of outcomes need not match the whole.

What do the screens show for `Cc1cc(NC(=O)CSc2nnc(-c3cccs3)n2N)no1`?
TR SRC2 fluor cs: -6%; KDM4E inh: inconclusive; RECQ1 helicase: -5%; L3MBTL1 block: 31%; Tau fibril FP: 3%; Tau ThT inhib: -6%; TRb-SRC2 inh: 0%

How did COc1ccc(OC)c(CNC(=O)NCc2noc3ccc(C)cc23)c1 do in these assays?
TR SRC2 fluor cs: 0%; Tau fibril FP: -2%; Tau ThT inhib: -9%; TRb-SRC2 inh: 2%

Results for CCCCn1c(CCNC(=O)c2ccc(F)cc2)nc2ccccc21 ?
TR SRC2 fluor cs: -1%; Tau fibril FP: -1%; Tau ThT inhib: -8%; TRb-SRC2 inh: -9%

How did CNC(=O)c1ccsc1NC(=O)c1ccc(S(=O)(=O)N2CCc3ccccc32)cc1 do in these assays?
TR SRC2 fluor cs: 4%; KDM4E inh: -19%; RECQ1 helicase: -5%; L3MBTL1 block: -15%; Tau fibril FP: -10%; Tau ThT inhib: -8%; TRb-SRC2 inh: 2%; GoLoco inh red: 20%

Results for CCn1c2ccccc2c2cc(NC(=O)c3ccco3)ccc21 ?
TR SRC2 fluor cs: -3%; KDM4E inh: 4%; RECQ1 helicase: -8%; Tau fibril FP: 17%; Tau ThT inhib: inconclusive; TRb-SRC2 inh: -1%; GoLoco inh red: -1%

How did CN(C)S(=O)(=O)c1cccc(NC(=O)CN2C(=O)NC(Cc3c[nH]c4ccccc34)C2=O)c1 (centres undefined) do in these assays?
TR SRC2 fluor cs: -1%; KDM4E inh: -5%; RECQ1 helicase: -14%; L3MBTL1 block: 0%; Tau fibril FP: 5%; Tau ThT inhib: -13%; TRb-SRC2 inh: 0%; GoLoco inh red: 13%

How did CCn1c(=O)c2cc(C(=O)N(C)c3cc(C)ccc3OC)sc2c2ccccc21 do in these assays?
TR SRC2 fluor cs: 0%; KDM4E inh: -11%; RECQ1 helicase: 10%; Tau fibril FP: -1%; TRb-SRC2 inh: -2%; GoLoco inh red: 1%

How did CCCCC1=CC2=C(OC(C)=O)C(=O)C(C)(OC(=O)c3ccco3)C(=O)C2=CO1 (centres undefined) do in these assays?
TR SRC2 fluor cs: 1%; KDM4E inh: 6%; RECQ1 helicase: inactive; Tau fibril FP: inconclusive; Tau ThT inhib: inconclusive; TRb-SRC2 inh: 10%; GoLoco inh red: 4%

What do the screens show for `Cc1oc(S(=O)(=O)N(C)C)cc1C(=O)Nc1ccc(F)cc1`?
TR SRC2 fluor cs: -3%; KDM4E inh: -13%; RECQ1 helicase: inactive; L3MBTL1 block: 8%; Tau fibril FP: 4%; Tau ThT inhib: -4%; TRb-SRC2 inh: -3%; GoLoco inh red: 6%

What do the screens show for `CC(CCn1cccn1)NC(=O)CCc1nnc(CCc2ccccc2)o1` (centres undefined)?
TR SRC2 fluor cs: -2%; KDM4E inh: -3%; RECQ1 helicase: 0%; L3MBTL1 block: 6%; Tau fibril FP: 1%; Tau ThT inhib: -2%; TRb-SRC2 inh: 2%; GoLoco inh red: 15%

How did CC(C)c1ccc(NC(=O)C(c2ccccc2)N(Cc2ccco2)C(=O)CC2NC(=O)NC2=O)cc1 (centres undefined) do in these assays?
TR SRC2 fluor cs: 1%; KDM4E inh: 2%; RECQ1 helicase: -3%; Tau fibril FP: -2%; Tau ThT inhib: -10%; TRb-SRC2 inh: 4%; GoLoco inh red: 3%

What do the screens show for `COC(=O)c1sc(S(=O)(=O)NCCCN(C)C)c(C(=O)OC)c1C`?
TR SRC2 fluor cs: -2%; KDM4E inh: -4%; RECQ1 helicase: -6%; Tau fibril FP: 3%; Tau ThT inhib: -4%; TRb-SRC2 inh: 6%; GoLoco inh red: 1%

Results for COc1ccc(OC)c(NC(=O)CCN2CCC(C)CC2)c1 ?
TR SRC2 fluor cs: 1%; KDM4E inh: -3%; RECQ1 helicase: -2%; L3MBTL1 block: -11%; Tau fibril FP: 6%; Tau ThT inhib: -6%; TRb-SRC2 inh: -4%; GoLoco inh red: 2%

How did CC(C)CCNC(=O)CCSCCC(=O)NCCC(C)C do in these assays?
TR SRC2 fluor cs: 0%; KDM4E inh: 2%; RECQ1 helicase: -2%; L3MBTL1 block: 7%; Tau fibril FP: -4%; Tau ThT inhib: 6%; TRb-SRC2 inh: -4%; GoLoco inh red: 10%

Results for Cc1cccc(C)c1NC(=S)N(Cc1cccnc1)Cc1ccccc1Cl ?
TR SRC2 fluor cs: -1%; KDM4E inh: 3%; RECQ1 helicase: inactive; Tau fibril FP: inconclusive; Tau ThT inhib: -11%; TRb-SRC2 inh: 2%; GoLoco inh red: 2%

How did Cc1cc(C)c(S(=O)(=O)Nc2ccc3oc(C)c(C(=O)OC(C)C)c3c2)cc1C do in these assays?
TR SRC2 fluor cs: -2%; Tau fibril FP: -6%; Tau ThT inhib: -6%; TRb-SRC2 inh: 3%

Results for CCOC(=O)c1ccc(NC(=O)c2cnn(-c3ccc(C)cc3C)c2C2CCN(C(=O)OC(C)(C)C)CC2)cc1 ?
TR SRC2 fluor cs: -2%; Tau fibril FP: -11%; Tau ThT inhib: 1%; TRb-SRC2 inh: 3%

What do the screens show for `Cc1cc(C2=NNC(=NCCc3ccccc3)SC2)c(C)n1-c1c(C)n(C)n(-c2ccccc2)c1=O`?
TR SRC2 fluor cs: -5%; KDM4E inh: -19%; RECQ1 helicase: -11%; Tau fibril FP: -9%; Tau ThT inhib: inconclusive; TRb-SRC2 inh: 5%; GoLoco inh red: 8%

Results for COc1ccc(-c2nnn(CC(=O)c3ccccc3)n2)cc1OC ?
TR SRC2 fluor cs: -7%; KDM4E inh: -2%; RECQ1 helicase: -8%; L3MBTL1 block: 9%; Tau fibril FP: -8%; Tau ThT inhib: -2%; TRb-SRC2 inh: -1%; GoLoco inh red: 4%

Results for CCCNC(=O)COC(=O)/C(C#N)=C/c1cc(C)n(CCC)c1C ?
TR SRC2 fluor cs: -4%; KDM4E inh: inconclusive; RECQ1 helicase: 0%; L3MBTL1 block: 28%; Tau fibril FP: -3%; Tau ThT inhib: 1%; TRb-SRC2 inh: -5%; GoLoco inh red: 21%

What do the screens show for `COc1cc(CCCN2C(N)=NC[C@@H]2Cc2ccc(O)cc2)cc(OC)c1OC`?
TR SRC2 fluor cs: 1%; KDM4E inh: 2%; RECQ1 helicase: 10%; Tau fibril FP: 1%; Tau ThT inhib: 8%; TRb-SRC2 inh: 5%; GoLoco inh red: 3%

Results for CSc1ccccc1C(=O)Nc1cccc(C(C)O)c1 (centres undefined) ?
TR SRC2 fluor cs: -10%; KDM4E inh: 1%; RECQ1 helicase: -6%; Tau fibril FP: -2%; Tau ThT inhib: 3%; TRb-SRC2 inh: -7%; GoLoco inh red: -1%

Results for CCOC(=O)C(=O)N=Nc1c(O)n(C)c2ccccc12 ?
TR SRC2 fluor cs: -4%; KDM4E inh: 10%; RECQ1 helicase: -1%; L3MBTL1 block: 8%; Tau fibril FP: 1%; Tau ThT inhib: -17%; TRb-SRC2 inh: 1%; GoLoco inh red: 12%

Results for CCOC(CNC(=O)c1ccc2nc(N3CCC(C)CC3)sc2c1)OCC ?
TR SRC2 fluor cs: -4%; KDM4E inh: -20%; RECQ1 helicase: 15%; Tau fibril FP: 6%; Tau ThT inhib: -3%; TRb-SRC2 inh: -7%; GoLoco inh red: -11%

What do the screens show for `O=C(O)c1ccccc1-c1ccccc1C(=O)Nc1ccc(-c2nc3cc(Cl)ccc3o2)cc1`?
TR SRC2 fluor cs: -2%; KDM4E inh: inconclusive; RECQ1 helicase: -20%; L3MBTL1 block: -4%; Tau fibril FP: -14%; Tau ThT inhib: inconclusive; TRb-SRC2 inh: 9%; GoLoco inh red: 7%

How did CCOCCCNC(=O)Cc1ccc(F)cc1 do in these assays?
TR SRC2 fluor cs: -1%; KDM4E inh: -2%; RECQ1 helicase: -5%; L3MBTL1 block: 4%; Tau fibril FP: 11%; Tau ThT inhib: 3%; TRb-SRC2 inh: 0%; GoLoco inh red: 8%

Results for COc1ccc(C(=O)c2c[nH]c(C(=O)NCC3CCCO3)c2)cc1 (centres undefined) ?
TR SRC2 fluor cs: -2%; KDM4E inh: 3%; RECQ1 helicase: 10%; L3MBTL1 block: 13%; Tau fibril FP: -1%; Tau ThT inhib: 1%; TRb-SRC2 inh: -13%; GoLoco inh red: 14%

What do the screens show for `COc1cccc(NC(=O)CSc2nnc(-c3cccs3)o2)c1`?
TR SRC2 fluor cs: -4%; Tau fibril FP: -11%; Tau ThT inhib: -4%; TRb-SRC2 inh: 7%

Three structures from above, ordered by number of heavy atoms, low to high.
Results for COc1ccc(-c2nnn(CC(=O)c3ccccc3)n2)cc1OC ?
TR SRC2 fluor cs: -7%; KDM4E inh: -2%; RECQ1 helicase: -8%; L3MBTL1 block: 9%; Tau fibril FP: -8%; Tau ThT inhib: -2%; TRb-SRC2 inh: -1%; GoLoco inh red: 4%

How did CNC(=O)c1ccsc1NC(=O)c1ccc(S(=O)(=O)N2CCc3ccccc32)cc1 do in these assays?
TR SRC2 fluor cs: 4%; KDM4E inh: -19%; RECQ1 helicase: -5%; L3MBTL1 block: -15%; Tau fibril FP: -10%; Tau ThT inhib: -8%; TRb-SRC2 inh: 2%; GoLoco inh red: 20%

What do the screens show for `O=C(O)c1ccccc1-c1ccccc1C(=O)Nc1ccc(-c2nc3cc(Cl)ccc3o2)cc1`?
TR SRC2 fluor cs: -2%; KDM4E inh: inconclusive; RECQ1 helicase: -20%; L3MBTL1 block: -4%; Tau fibril FP: -14%; Tau ThT inhib: inconclusive; TRb-SRC2 inh: 9%; GoLoco inh red: 7%
